# UBC13 polyUb = inhibitors of human UBC13 polyubiquitin chain formation; P61088; TR-FRET; inhibition, % at 20 µM; 330,000 tested, 0.47% active; in the data active = inhibition above about 45%, passing the limit was not always enough
# CCR6 antagonist = CCR6 (human) receptor antagonism | P51684 | CHO-K1 CCR6 PathHunter beta-arrestin, luminescence, CCL20-stimulated | inhibition, % at 20 µM | 340,000 tested, 0.49% active | AID 493098;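 active = compounds whose inhibition of the agonist-driven luminescence signal at 20 µM reaches about 50%, limit read from the data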;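 also: cells stimulated with CCL20 at 14 nM final; plate controls were DMSO with CCL20 for no effect and DMSO without agonist for full effect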
# Target sequence (P51684 whole entry, looked up): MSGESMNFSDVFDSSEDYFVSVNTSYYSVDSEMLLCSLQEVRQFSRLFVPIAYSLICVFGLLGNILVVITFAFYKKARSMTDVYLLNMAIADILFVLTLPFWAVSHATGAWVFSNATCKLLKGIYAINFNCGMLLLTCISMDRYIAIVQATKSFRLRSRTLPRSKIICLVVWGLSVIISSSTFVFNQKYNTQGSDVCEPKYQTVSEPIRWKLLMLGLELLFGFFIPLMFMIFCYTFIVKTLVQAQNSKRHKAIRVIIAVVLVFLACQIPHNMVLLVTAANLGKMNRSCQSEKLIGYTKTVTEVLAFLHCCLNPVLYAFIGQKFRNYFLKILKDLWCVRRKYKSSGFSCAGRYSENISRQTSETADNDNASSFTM
# Jurkat NFkB inh = inhibitors of the PMA/ionomycin-induced NF-kB reporter in Jurkat cells. 330,000 tested, 0.53% active. PMA/ionomycin-induced NF-kB luciferase reporter, luminescence. inhibition, % at 4 µM. AID 435003
# SENP8 inh = SENP8 protease inhibition | Q96LD8 | purified SENP8, Z-RLRGG-aminoluciferin cleavage, luminescence | inhibition, % at 10 µM | 330,000 tested, 1.2% active
# Target sequence (Q96LD8 whole entry, looked up): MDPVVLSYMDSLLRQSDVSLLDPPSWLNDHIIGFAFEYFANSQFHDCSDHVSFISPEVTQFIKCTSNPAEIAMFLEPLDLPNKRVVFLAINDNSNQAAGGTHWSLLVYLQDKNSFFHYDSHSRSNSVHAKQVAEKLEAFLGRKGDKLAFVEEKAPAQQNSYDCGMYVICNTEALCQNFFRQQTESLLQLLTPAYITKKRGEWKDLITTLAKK
# 697 NFkB inh = inhibitors of the PMA/ionomycin-induced NF-kB reporter in 697 B cells | 697 B-cell NF-kB luciferase reporter, 16 h | inhibition, % at 4 µM | 330,000 tested, 0.33% active; in the data active = inhibition above about 35%
# Gli-Sufu block = blocks Gli-Sufu signaling in a luciferase reporter | AID 588413 | Sufu-KO-LIGHT fibroblasts, Gli luciferase reporter luminescence | 340,000 tested, 0.74% active | inhibition, % at 5 µM;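 active = inhibition above about 55%, limit read from the data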;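 also: 0% = DMSO-treated cells and 100% = wells with medium but no cells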
# EBI2 block = EBI2 (human) antagonism | EBI2 beta-arrestin recruitment, luminescence, 7a,25-OHC stimulated | inhibition, % at 5 µM | P32249 | AID 651636 | 360,000 tested, 0.81% active; in the data active = inhibition above about 38%;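 also: enzyme fragment complementation signal reports receptor beta-arrestin coupling in cells; 0% = agonist plus DMSO wells and 100% = wells without agonist; some results beyond the cut were filed as inactive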
# Target sequence (P32249 whole entry, looked up, the tested form may be a part): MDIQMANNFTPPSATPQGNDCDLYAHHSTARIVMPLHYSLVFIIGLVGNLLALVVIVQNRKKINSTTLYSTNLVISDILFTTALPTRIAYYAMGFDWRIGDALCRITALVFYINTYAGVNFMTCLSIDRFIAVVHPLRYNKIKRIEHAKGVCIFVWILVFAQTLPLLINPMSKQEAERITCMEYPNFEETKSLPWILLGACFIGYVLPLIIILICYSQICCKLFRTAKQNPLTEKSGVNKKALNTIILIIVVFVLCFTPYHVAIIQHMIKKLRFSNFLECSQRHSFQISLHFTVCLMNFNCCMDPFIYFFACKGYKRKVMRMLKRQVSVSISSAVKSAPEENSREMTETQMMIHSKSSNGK
# Apaf-1 inh = human Apaf-1 inhibition | 330,000 tested, 0.71% active | O14727 | inhibition, % at 20 µM | reconstituted apoptosome caspase-3 activity, DEVD-Rh110 fluorescence; active = inhibition of at least 40% at 20 µM;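 also: plate controls were DMSO wells for no effect and DEVD-CHO caspase inhibitor wells for full effect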
#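 System – cell-free apoptosome with Apaf-1, procaspase-3 and caspase-9 · Buffer or medium – pH 7.5 Hepes buffer with CHAPS, BSA, DTT · Also added – cytochrome c with DEVD-Rh110 · Times – 30 min compound preincubation, 50 min activation, room temperature · Technique – Rh110 fluorescence intensity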
# The depositor's hits bear a star; . = no result given; & = joins results of further samples. Rule as the data show it, unless noted: active = inhibition above about 50%; inactive = the rest. These rows are one share of the data; count on the stated rates, not on these rows.
SMILES,UBC13 polyUb,CCR6 antagonist,Jurkat NFkB inh,SENP8 inh,697 NFkB inh,Gli-Sufu block,EBI2 block,Apaf-1 inh
COc1ccc(NC(=S)N2CCc3ccccc32)cc1OC,-11,-1,-40,-7,-39,.,2,-11
COc1cccc(C2=NO[C@@H]3C(=O)N(c4ccc5c(c4)OCCO5)C(=O)[C@H]23)c1OC,-3,-9,-3,6,5,8,-9,-11
O=C1/C(=C/c2ccc([N+](=O)[O-])cc2)CCC1C1CCCC1 (stereo not drawn),-5,11,5,-14,8,9,0,6
C=CCC(=O)N1CCC(n2nccc2NC(=O)CCOc2ccccc2)CC1,-5,3,2,-15,-15,4,-11,2
O=C(Nc1ccc(S(=O)(=O)Nc2ncccn2)cc1)c1ccccc1Cl,-2,-12,6,2,0,0,2,-7
COc1ccccc1Oc1coc2cc(OC(=O)N3CCOCC3)ccc2c1=O,4,-5,-9,2,10,2,-7,10
Cc1nn2c(-c3ccc(Cl)cc3)nnc2s1,1,2,-15,-7,-23,-5,2,4
CN(C(=O)CSc1nnc(-c2c[nH]c3ccccc23)n1C1CC1)C1CCS(=O)(=O)C1 (stereo not drawn),8,-3,1,0,17,-6,5,-7
CCOC(=O)c1cc(-c2ccco2)nc2c1c(C)nn2-c1cccc(Cl)c1,-4,9,0,8,13,14,4,28
CCS(=O)(=O)N1Cc2ccccc2CC1C(=O)N(C)CC(=O)Nc1ccc(F)c(F)c1F (stereo not drawn),-6,7,5,-5,-5,-5,-8,2
O=C(NNc1cccc(Cl)n1)Nc1ccc(F)cc1,-3,-6,9,-8,13,-18,-3,-14
COC(=O)Nc1c(C)n(C)n(-c2ccccc2)c1=O,-2,-3,-7,-5,15,2,-2,-1
CC(C)(C)NNC(=S)Nc1ccc(S(=O)(=O)N2CCOCC2)cc1,-2,11,-11,-6,-9,-6,-5,1
Cc1ccc(C(=O)NC(=S)N(C)C2CCCCC2)cc1Br,4,.,9,5,-7,.,20,19
Cc1nnc(NC(=O)CCC(=O)N2CCC(C)CC2)s1,2,-2,-5,-6,15,-12,-15,6
COc1ccc(N(CC(=O)Nc2cc(OC)cc(OC)c2)S(=O)(=O)c2c(C)n[nH]c2C)cc1,-2,11,-12,-9,7,37,10,4
CNC(=S)N/N=C/c1ccccc1Cl,-10,13,-6,-11,20,12,-3,3
COc1ccccc1CN1C(=O)CCC1(C)C(=O)NCc1cccnc1 (stereo not drawn),6,-6,5,5,4,5,-4,-8
COCC(=O)Nc1ccc([N+](=O)[O-])cc1C,5,5,5,-4,15,-5,-13,-8
CCc1ccc(-c2nc(CN3CCCC(C(=O)NCCc4ccc(OC)c(OC)c4)C3)c(C)o2)cc1 (stereo not drawn),-4,2,7,-10,-61,1,5,12
C=CCN(C(C)=O)C1CC(=O)N(c2ccc(OCCC)cc2)C1=O (stereo not drawn),-6,-4,-2,0,-1,2,8,19
O=C(C1CCCCN1S(=O)(=O)c1ccccc1[N+](=O)[O-])N1CCCC1 (stereo not drawn),0,12,-1,-2,9,19,0,-1
COc1ccccc1NC(=O)CSc1nnc(Cc2cccs2)n1C,10,7,-12,-7,15,0,-4,20
COc1cc(-c2nc3cc(C)ccn3c2NC2CCCCC2)ccc1-c1ccc(C(C)=O)cc1,-31,8,-1,-15,-51,20,59*,16
N#Cc1cc([N+](=O)[O-])ccc1NCCc1ccccn1,-10,4,-17,-3,-16,-3,-1,3

# Brought forward from above: 7 compounds, followed by the next part.
SMILES,UBC13 polyUb,CCR6 antagonist,Jurkat NFkB inh,SENP8 inh,697 NFkB inh,Gli-Sufu block,EBI2 block,Apaf-1 inh
COCC(=O)Nc1ccc([N+](=O)[O-])cc1C,5,5,5,-4,15,-5,-13,-8
CCc1ccc(-c2nc(CN3CCCC(C(=O)NCCc4ccc(OC)c(OC)c4)C3)c(C)o2)cc1 (stereo not drawn),-4,2,7,-10,-61,1,5,12
C=CCN(C(C)=O)C1CC(=O)N(c2ccc(OCCC)cc2)C1=O (stereo not drawn),-6,-4,-2,0,-1,2,8,19
O=C(C1CCCCN1S(=O)(=O)c1ccccc1[N+](=O)[O-])N1CCCC1 (stereo not drawn),0,12,-1,-2,9,19,0,-1
COc1ccccc1NC(=O)CSc1nnc(Cc2cccs2)n1C,10,7,-12,-7,15,0,-4,20
COc1cc(-c2nc3cc(C)ccn3c2NC2CCCCC2)ccc1-c1ccc(C(C)=O)cc1,-31,8,-1,-15,-51,20,59*,16
N#Cc1cc([N+](=O)[O-])ccc1NCCc1ccccn1,-10,4,-17,-3,-16,-3,-1,3
Cc1cc(F)c(F)c(C(=O)N2CCC(C)CC2)c1Cl,1,2,-9,0,-1,1,-2,-2
O=C(CSc1nnc(-c2ccco2)n1CC1CCCO1)c1ccccc1 (stereo not drawn),2,11,5,-3,13,3,5,17
Cc1ccc(S(=O)(=O)/N=C/c2cc(Br)ccc2O)cc1,-3,15,0,4,8,7,-3,-11
CCOC(=O)CN(C(=O)CN1CCOCC1)c1ccc(Br)cc1,2,-4,-2,3,0,7,-8,-5
N/C(Cc1cccs1)=N\OC(=O)COc1ccccc1,-6,-13,-24,-10,-15,-20,3,13
CCOC(=O)N1CCN(C(=O)CCN2C(=O)COc3ccccc32)CC1,-2,-2,2,0,1,-3,-11,-23
O=C(Nc1cc(Br)ccc1O)c1cc(-c2ccc3c(c2)OCO3)on1,-1,1,-64,-3,-40,-10,1,4
CCOC(=O)N1CCN(C(=O)C2CCN(S(=O)(=O)c3ccc(Br)s3)CC2)CC1,4,0,-12,1,6,4,-1,10
COc1ccc(-c2nc(C)c(C(C)=O)n2O)cc1,3,-8,-7,-14,-15,-7,-11,-2
COc1ccc(NC2CCCN(C(=O)CCc3ccncc3)C2)cc1OC (stereo not drawn),-9,0,4,5,-5,-4,-3,11
COC(=O)[C@@]1(Cc2ccccc2)[C@@H]2C(=CC(=O)[C@H]2CC(=O)C(=O)N(C)C)CN1C(=O)c1ccccc1,-1,19,8,4,-19,11,-5,7
C=C(C)C1Cc2c(C)nn(-c3ccccn3)c2C1 (stereo not drawn),6,-10,-2,0,21,0,-12,5
COc1cccc(NC2=Nc3cccc4cccc2c34)c1,-5,20,-10,-18,-7,-11,13,14
CC1CCC(NC(=O)c2ccc(N3CCCC3=O)cc2)CC1 (stereo not drawn),-5,1,-36,-11,-25,-36,-4,-4
CCOc1ccccc1NC(=O)CN1C(=O)COc2ccc(S(=O)(=O)N3CCOCC3)cc21,-6,19,-16,-12,-5,-4,1,-2
CCN(C(=O)c1cccs1)C1CCS(=O)(=O)C1 (stereo not drawn),-2,-8,-11,-5,-7,-4,-14,-2
O=C(NCc1ccccc1)C(c1cccnc1)N(C(=O)c1csnn1)c1ccccc1 (stereo not drawn),-2,17,-20,-5,0,-4,-8,1
O=C(COC(=O)c1ccc(CSc2ccc(Cl)cc2)cc1)Nc1ccccc1,-6,11,-7,3,2,-5,-8,5
CC(=O)Nc1ccccc1C,7,-14,9,3,19,-5,6,3
O=C(Nc1ccc(S(=O)(=O)N2CCCCC2)cc1)c1ccccc1Cl,1,5,10,7,2,0,-6,9
COc1ccccc1NC(=O)C(C)OC(=O)C1CCN(S(=O)(=O)c2ccc(C)c(C)c2)CC1 (stereo not drawn),11,9,9,7,9,15,8,23
CCSc1nnc(NC(=O)c2cccc3ccccc23)s1,5,0,9,-3,10,4,-8,14
CN(CC(=O)Nc1ccccc1Cl)C(=O)CSc1nncn1C,1,3,0,1,-6,-8,-8,-3
CCN(C[C@H]1N[C@@](Cc2ccccc2)(C(=O)OC)[C@H]2C(=O)N(C)C(=O)[C@@H]12)C(=O)Nc1ccc(Cl)cc1,1,-3,1,-8,9,1,1,-9
Cc1ccc(NC(=O)c2cc(S(=O)(=O)N3CCOCC3)c(Br)s2)cc1,-4,-24,0,-4,-33,-1,-7,20

# Quoted at random: two entries already listed
SMILES,UBC13 polyUb,CCR6 antagonist,Jurkat NFkB inh,SENP8 inh,697 NFkB inh,Gli-Sufu block,EBI2 block,Apaf-1 inh
COc1ccc(NC2CCCN(C(=O)CCc3ccncc3)C2)cc1OC (stereo not drawn),-9,0,4,5,-5,-4,-3,11
Cc1ccc(NC(=O)c2cc(S(=O)(=O)N3CCOCC3)c(Br)s2)cc1,-4,-24,0,-4,-33,-1,-7,20

# (listing goes on)
SMILES,UBC13 polyUb,CCR6 antagonist,Jurkat NFkB inh,SENP8 inh,697 NFkB inh,Gli-Sufu block,EBI2 block,Apaf-1 inh
N#CC(=C=[N-])c1nc2ccccc2nc1-[n+]1ccccc1,-67&-106,15&13,-6&5,-1&-1,15&-14,8&11,-7&-10,-13&9
CNC(=O)COC(=O)c1cc(-c2ccc(OC)cc2)nc2ccccc12,8,9,5,-5,-2,-12,5,-21
CCCN(CCO)Cc1ccc2ccccc2c1,-2,5,-22,-1,-35,-17,4,-14
O=C(NCc1cccc(F)c1)C1CCC(=O)N(CC2CCCCC2)C1 (stereo not drawn),2,8,8,-14,-6,-4,9,-13
C[C@H](NC(=O)OC(C)(C)C)c1nnc(SCC(=O)c2ccc(Cl)cc2)o1,5,-5,11,7,6,11,12,17
CSc1cccc(NC(=O)COc2cccc3ccccc23)c1,6,14,11,1,21,-7,0,-4
Cc1cc(Cc2ccc([N+](=O)[O-])cc2)c(C)cn1,3,7,1,12,15,-17,-2,1
O=C(Nc1nnc(C(F)(F)F)s1)c1ccc(Br)s1,17,4,-34,73*,-84,-30,-6,-6
O=C(NCC(c1cccnc1)N1CCN(c2ccccc2F)CC1)c1ccccc1 (stereo not drawn),2,10,9,3,9,-4,-3,-5
CCOc1cc(/C=C2/SC(=O)N(CC(=O)N3CCc4ccccc4C3)C2=O)ccc1OCC(=O)O,-24,-2,-7,0,16,-4,6,5
COc1ccc(NC(=S)N2CCN(C(=O)c3ccco3)CC2)cc1OC,-1,-41,10,3,16,-9,5,-2
COc1ccc(OC)c(Nc2nc3nonc3nc2N2CCCCC2)c1,-16,-2,-19,-10,-10,7,-29,0
Cc1ccc(S(=O)(=O)N2CCN(C(=O)c3cc4c(C)nn(-c5ccccc5)c4s3)CC2)cc1,1,10,9,4,27,-11,24,2
C/C(Cl)=C\Cn1c(=O)c2c(nc3n2CCS3)n(C)c1=O,4,1,8,-6,8,-6,-1,-2
CCC(=O)Nc1ccc2oc(-c3cccnc3)nc2c1,14,1,-40,5,-36,-25,2,-24

# Among those listed so far, 2 have a cyano group:
SMILES,UBC13 polyUb,CCR6 antagonist,Jurkat NFkB inh,SENP8 inh,697 NFkB inh,Gli-Sufu block,EBI2 block,Apaf-1 inh
N#Cc1cc([N+](=O)[O-])ccc1NCCc1ccccn1,-10,4,-17,-3,-16,-3,-1,3
N#CC(=C=[N-])c1nc2ccccc2nc1-[n+]1ccccc1,-67&-106,15&13,-6&5,-1&-1,15&-14,8&11,-7&-10,-13&9
